# Screening results as filed in PubChem BioAssay.
# NF-kB neuron act – NF-kB expression increase, human neuronal cells. AID 1239. NF-kB reporter expression; active compounds read high. fold change at 12.5 µM. 1.6% of 190,000 active; in the data active = fold change above about 3.3
# STAT3 blocker – STAT3 signaling inhibition. 0.89% of 190,000 active. inhibition, % at 5.5 µM. U3A cells, IL-6 STAT3-luciferase reporter, luminescence; host cell line lacks STAT1. AID 862;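 active = inhibition above the mean inhibition across all screened compounds plus 3 SD, cut at about 44% in these data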;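 also: 0% = DMSO only wells and 100% = 100 µM nifuroxazide control wells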
# STAT1 act – activators of IFN-gamma induced STAT1 signaling | activation (% of control), % at 5.5 µM | AID 932 | 2.6% of 200,000 active | NIH 3T3 STAT1-luciferase reporter, luminescence; 100% = IFN-gamma alone, no compound;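 active = activation above the screen-wide mean activation plus 3 SD, cut at about 130% in these data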;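 also: raw ratio to IFN-gamma control signal so 100% means no change and 0% no light; values of inactives mirror those of a sister screen read the other way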
# Hsp70 activator – switches on Hsp70 transcription | 0.04% of 200,000 active | activation, % at 10 µM | HeLa Hsp70 promoter luciferase reporter, luminescence; scaled: vehicle 0, proteasome-inhibitor control 100%;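 active = activation above the mean across all tested compounds plus 3 SD, cutoff set per campaign, cut at about 5.5% in these data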;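 also: 100% = MG132 at 30 µM as the positive control and 0% = DMSO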
# STAT1 inh – STAT1 signaling inhibition | AID 920 | inhibition, % at 5.5 µM | 0.35% of 200,000 active | NIH 3T3 STAT1-luciferase reporter, IFN-gamma, luminescence;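 active = inhibition above a set limit, the mean inhibition across all tested compounds plus 3 SD, cut at about 34% in these data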;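 also: 0% = IFN-gamma with DMSO and 100% = IFN-gamma with 300 µM nifuroxazide; values of inactives mirror those of a sister screen read the other way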
# STAT3 act – activators of IL-6 induced STAT3 signaling. U3A cells, IL-6 STAT3-luciferase reporter, luminescence; 100% = signal with IL-6 EC80 alone. activation (% of control), % at 5.6 µM. 0.91% of 190,000 active. AID 871;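 active = activation above the screen-wide mean of compound activation plus 3 SD, cut at about 130% in these data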;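 also: 0% = background luminescence of wells with medium and substrate only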
#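 system = STAT3-luciferase reporter U3A cells | reagent = IL-6 stimulus at 33 ng/mL final | timing = 1 h compound pre-exposure, 6 h IL-6 stimulation, 37 °C | measured by = luminescence | evaluation = % activation versus median of IL-6-stimulated wells | control set = IL-6-only wells as 100% reference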
# TLR4-MyD88 BLA – TLR4-MyD88 interaction inhibition in cells; 0.18% of 200,000 active; HeLa CL3-4 TLR4/MyD88 BLA complementation, FRET ratio; O00206+Q99836; inhibition, % at 8.4 µM; AID 861; in the data active = inhibition above about 25%;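 also: 0% = vehicle and 100% = reference inhibitor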
# Target sequence (O00206 whole entry, looked up): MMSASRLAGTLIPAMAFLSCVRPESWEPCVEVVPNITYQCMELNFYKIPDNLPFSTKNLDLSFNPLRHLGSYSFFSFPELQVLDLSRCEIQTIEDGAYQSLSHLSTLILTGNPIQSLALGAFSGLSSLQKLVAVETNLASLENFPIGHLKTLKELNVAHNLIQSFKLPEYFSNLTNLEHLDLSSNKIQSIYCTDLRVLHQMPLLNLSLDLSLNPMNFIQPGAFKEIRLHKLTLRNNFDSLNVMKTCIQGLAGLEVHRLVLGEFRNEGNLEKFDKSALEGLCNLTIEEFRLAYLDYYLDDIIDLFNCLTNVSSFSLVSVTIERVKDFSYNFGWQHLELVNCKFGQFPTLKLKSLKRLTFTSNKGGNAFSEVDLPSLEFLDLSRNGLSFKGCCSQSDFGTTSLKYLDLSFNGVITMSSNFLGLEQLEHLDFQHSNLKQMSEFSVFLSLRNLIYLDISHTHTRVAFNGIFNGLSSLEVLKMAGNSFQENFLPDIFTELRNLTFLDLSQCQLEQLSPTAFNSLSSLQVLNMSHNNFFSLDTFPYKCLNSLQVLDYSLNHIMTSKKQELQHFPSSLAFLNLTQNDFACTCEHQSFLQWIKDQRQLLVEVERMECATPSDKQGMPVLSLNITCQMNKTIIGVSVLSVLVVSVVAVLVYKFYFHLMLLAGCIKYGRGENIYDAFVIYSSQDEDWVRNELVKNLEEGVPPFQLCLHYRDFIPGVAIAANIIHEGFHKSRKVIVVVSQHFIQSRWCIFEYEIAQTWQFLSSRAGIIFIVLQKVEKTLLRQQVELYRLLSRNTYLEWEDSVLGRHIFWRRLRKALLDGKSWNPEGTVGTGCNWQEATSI
# Target sequence (Q99836 whole entry, looked up): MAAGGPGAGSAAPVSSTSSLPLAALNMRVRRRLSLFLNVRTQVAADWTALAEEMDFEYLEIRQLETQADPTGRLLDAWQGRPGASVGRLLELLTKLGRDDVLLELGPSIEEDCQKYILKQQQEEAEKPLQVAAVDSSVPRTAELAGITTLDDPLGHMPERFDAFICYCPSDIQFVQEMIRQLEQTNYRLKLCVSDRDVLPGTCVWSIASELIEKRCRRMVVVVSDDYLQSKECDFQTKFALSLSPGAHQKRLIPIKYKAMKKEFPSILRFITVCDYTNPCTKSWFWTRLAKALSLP
# APP 5'UTR act – activates APP 5'UTR luciferase reporter | SH-SY5Y APP 5'UTR luciferase reporter, luminescence; zero percent = DMSO vehicle wells | activation, % at 2 µM | 1% of 190,000 active | AID 1276;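 active = activation above a set limit, based on mean plus 3 SD of controls, cut at about 140% in these data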; also: values of inactives mirror those of a sister screen read the other way
# HMGR II inh – inhibitors of class II HMG-CoA reductase from Enterococcus faecalis. purified E. faecalis HMGR, NADPH absorbance 340 nm kinetic. inhibition, % at 10 µM. 0.41% of 190,000 active. AID 1066;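 active = inhibition above a set limit, the median over all tested compounds plus 3 SD, cut at about 9.5% in these data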;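 also: enzyme runs in reverse so mevalonate oxidation gives rising NADPH absorbance; 0% = complete reaction with DMSO and 100% = background rate lacking mevalonate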
# Redox H2O2 prof – compounds producing H2O2 with reducing agent – biochemical, NIH compound library profiling, artefact control for MLSCN library redox annotation, primary screen; DTT-dependent redox cycling H2O2, phenol red/HRP absorbance; 100% = 100 µM peroxide control, 0% = buffer; 0.03% of 200,000 active; activation, % at 10 µM; AID 878;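 active = activation of at least 50% relative to the plate's high and low controls in the primary single-dose screen; inactive = activation below 50%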;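 also: compound incubated with DTT at 0.8 mM final as the reducing agent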
# An asterisk follows results filed as active; . = no result given.
SMILES,NF-kB neuron act,STAT3 blocker,STAT1 act,Hsp70 activator,STAT1 inh,STAT3 act,TLR4-MyD88 BLA,APP 5'UTR act,HMGR II inh,Redox H2O2 prof
N/C(=N\OS(=O)(=O)c1ccc(Cl)cc1)c1ccccn1,1.3,12,107,-0.3,-10,96,-7,-6,1,-0.2
Cc1ccccc1Oc1ncnc(N)c1[N+](=O)[O-],1.4,5,92,0.3,8,103,-1,9,-3,-0.4
Cc1cc(C)cc(N(C(=O)c2snc(C(N)=O)c2N)C(C(=O)NCC2CCCO2)c2cccs2)c1 (configuration not stated),1.5,8,92,0.2,7,101,-20,19,1,-0.2
Cc1cccc(NC(=O)C2CCN(S(=O)(=O)c3cccc4cccnc34)CC2)c1,0.44,.,.,.,.,.,.,-5,-12,-1.3
Cc1cccc(N2C(=O)CC(n3ccnc3)C2=O)c1C (configuration not stated),0.96,1,98,-0.2,0,103,-5,0,-4,-1.3
CC(=O)Oc1cc2oc(=O)c3c(c2cc1Cl)CCC3,1.6,7,105,-0.1,-5,97,-10,7,4,-0.8
Cc1onc(-c2ccccc2Cl)c1C(=O)Nc1nnc(-c2cccc([N+](=O)[O-])c2)s1,0.92,13,96,-0.1,5,96,-1,0,-4,-1.3
COc1ccc(CCN2CC(C(=O)NC3CCCCC3)CC2=O)cc1OC (configuration not stated),1.1,7,107,-0.1,-8,105,9,-6,-2,-0.7
COc1ccc(-c2cc(C(F)(F)F)n3ncc(C(=O)NCC4CCCO4)c3n2)cc1 (configuration not stated),1.2,17,98,0.0,3,90,-14,-4,1,-3.4
COc1ccc(N(C(=O)CNC(=O)c2cccs2)C(C(=O)NCC2CCCO2)c2ccccc2)cc1 (configuration not stated),0.86,4,89,-0.5,10,98,1,-8,-8,-0.7
Cc1cc(C(=O)COC(=O)c2ccc[nH]c2=O)c(C)n1-c1ccccc1,0.9,49*,68,-0.4,36*,59,-11,131,-1,-0.2
Cc1ccccc1NC(=S)N/N=C/C(C)c1ccccc1 (configuration not stated),1.3,-2,101,0.3,-2,103,7,-6,-3,0.0
Cc1ccc(C(C[N+](=O)[O-])c2c(C)[nH]n(-c3ccccc3)c2=O)cc1 (configuration not stated),0.94,-9,103,-0.4,-1,105,4,18,0,-0.1
O=C(NNc1nc2cc3c(cc2s1)OCO3)c1ccc(F)cc1,1.3,0,111,-0.1,-12,100,8,-5,5,0.6
CC1(C)CC(NC(=O)C(=O)NCCc2ccc(Cl)cc2)CC(C)(C)N1,0.96,4,111,-0.1,-14,101,1,7,-2,-0.8
O=C(CN1CCCCCC1)Nc1ccccc1,0.96,6,102,-0.4,-4,101,9,-4,-5,-0.2
Cc1cc(C)nc(/N=C(\N)Nc2ccc(S(=O)(=O)Nc3nc(C)cc(C)n3)cc2)n1,.,11,107,-0.1,-10,95,-26,-16,-1,-1.3
COC(=O)c1c(NC(=O)C2CC(=O)NN2Cc2ccccc2)sc(C)c1C (configuration not stated),1.1,4,100,0.1,0,106,11,18,4,1.6
CC(=O)C1C(=O)C=C(c2ccco2)CC1c1ccccc1 (configuration not stated),1.3,1,98,-0.3,0,103,-2,15,-5,-0.7
C/C(=N\NC(=S)Nc1ccc(C)c(C)c1)c1ccc(N2CCOCC2)cc1,0.97,0,107,-0.4,-7,105,-2,0,3,1.7
O=C(C1CCCO1)N1CCN(C(=S)Nc2ccc(Cl)cc2)CC1 (configuration not stated),1.2,5,102,-0.4,-2,96,10,3,-2,-0.4
COc1cccc(/C=N/n2c(N)c(S(=O)(=O)c3cccs3)c3nc4ccccc4nc32)c1,1.4,28,95,-0.2,6,79,-7,1,3,-4.3
CCOC(=O)N1CCC(N(C(=O)Nc2ccc(CC)cc2)C(C)CC)CC1 (configuration not stated),0.95,7,107,-0.6,-8,101,-11,16,0,-3.5
CC(=O)OCC(=O)Nc1ccccc1OC(F)F,1.2,4,98,-0.2,1,100,10,3,0,-1.2
COc1ccc(N(CC(=O)NC2CCCCCC2)S(=O)(=O)c2c(C)nn(C)c2C)cc1,1.1,-2,95,-0.3,5,108,7,18,0,-0.8

# Next results.
SMILES,NF-kB neuron act,STAT3 blocker,STAT1 act,Hsp70 activator,STAT1 inh,STAT3 act,TLR4-MyD88 BLA,APP 5'UTR act,HMGR II inh,Redox H2O2 prof
CCOc1ccc(C(C)=O)cc1NC(=O)/C=C\C(=O)O,1.1,13,98,0.0,1,93,-16,-7,-1,-1.4
CCOc1c2ccc(C(=O)N[C@H](C)C3CCCCC3)cc2nn1CC,1.4,4,102,0.1,-3,100,6,-10,-3,-3.9
CCOC(=O)c1c(NC(C)=O)sc2c(OCC(O)CN(CC)CC)c(Br)ccc12 (configuration not stated),1.9,-11,94,-0.2,6,115,-3,-2,-4,-0.9
Fc1ccccc1Nc1nc(Cl)nc(Cl)n1,1,4,99,-0.1,-1,102,6,-3,11*,-0.4
Cc1ccc(CNC(=O)C(=O)NCC2OCCN2C(=O)c2cccs2)cc1 (configuration not stated),1.2,0,100,-0.5,0,102,3,-7,-1,0.1
COc1cccc(-c2nnc(-c3ccco3)o2)c1,3,9,144*,0.0,-50,96,-13,109,1,-0.2
CC(C)Cc1oc(C(=O)O)cc1CN,1.3,2,104,-0.4,-4,99,-14,-9,0,0.0
COc1ccc(/C=C/C(=O)OCC(=O)NC(=O)NC(C)(C)C)cc1,0.85,1,104,0.0,-7,109,-26,21,-3,-0.9
CCSCCc1nnc(NC(=O)Nc2cccc(C(F)(F)F)c2)s1,0.51,18,100,-0.4,0,82,4,-7,-4,-0.2
CCCOc1cccc(CN2CCCCC2c2cccnc2)c1 (configuration not stated),0.67,8,103,-0.2,-3,100,-6,4,-10,0.0
O=C(NCC1CCCO1)c1ccccc1NC(=O)c1cccc2ccccc12 (configuration not stated),0.62,0,105,-0.4,-5,106,25,22,-5,2.8
C#CCSc1nnc(-c2cc3c(C(F)(F)F)nn(C)c3s2)n1C,1.2,18,100,-0.3,0,89,9,12,-5,1.1
O=C(COc1ccccc1)Nc1ccc(S(=O)(=O)N2CCCC2)cc1,0.79,13,94,0.0,6,96,-4,11,-3,0.1
N#CC(C(=O)CCN1C(=O)C2CC=CCC2C1=O)c1nc2ccccc2[nH]1 (configuration not stated),1.3,3,96,0.2,5,101,-6,21,0,0.8
CC1(C)OC(=O)C2(Cc3ccccc3N3CCCCC32)C(=O)O1 (configuration not stated),1.1,4,104,0.1,-5,99,1,-6,-5,-0.5
COc1cccc(-c2csc(/C(C#N)=C/Nc3cc4oc5ccccc5c4cc3OC)n2)c1,1.1,8,96,-0.1,3,103,12,18,1,0.0
CCCNC(=O)C1=C(C)C(=O)OC12CCC(C)CC2 (configuration not stated),1.4,3,95,-0.3,5,102,-8,-19,4,-0.3
CCCSc1nc(N2CCOCC2)c2c(c1C#N)CCCC2,1.3,-2,94,-0.3,6,105,5,6,-5,-0.3
Cc1c(/C(Cc2ccccc2)=N/O)c2ccccc2n1C,0.99,11,99,-0.3,-1,93,4,.,-7,1.2
CSc1nc2ccccc2n1CC(=O)Nc1ccccc1,0.8,8,93,-0.1,7,98,8,2,-7,0.5
COC(=O)CC1C(=O)NCCN1C(=S)Nc1cccc(C)c1 (configuration not stated),1.1,10,87,-0.5,15,91,-3,0,-8,-0.6
COCCn1c(=N)c(C(=O)NCCc2ccc(OC)cc2)cc2c(=O)n3cccc(C)c3nc21,0.31,6,96,-0.1,4,98,1,1,4,0.4
COC(=O)c1ccccc1NC(=O)N1CCN(c2ccc(F)cc2)CC1,1.1,24,101,-0.3,-3,86,-9,4,-1,0.1
COCCCNC(=O)c1c(N)n(/N=C/c2cccnc2)c2nc3ccccc3nc12,0.32,16,110,-0.1,-9,90,3,-21,-4,-1.4
COc1cc(-c2nnc(SC(C)C(=O)Nc3c(C)n(C)n(-c4ccccc4)c3=O)o2)cc(OC)c1OC (configuration not stated),1.1,-11,108,-0.1,-4,109,-12,-19,-3,0.0

# Further compounds:
SMILES,NF-kB neuron act,STAT3 blocker,STAT1 act,Hsp70 activator,STAT1 inh,STAT3 act,TLR4-MyD88 BLA,APP 5'UTR act,HMGR II inh,Redox H2O2 prof
Cc1nc(Nc2ccc(F)cc2)[nH]c(=O)c1CCC(C)C,1,30,102,0.1,-2,78,4,8,-10,1.8
O=C(CCC1CCCC1)Nc1cccc(Cc2ccncc2)c1,1,4,96,0.0,4,100,1,21,-8,-1.6
CCOC(=O)c1c(NC(=O)COc2ncnc3ccccc23)sc(C)c1C,1.2,-7,110,0.1,-11,108,-13,-6,2,0.3
Fc1ccc(F)c(C2=NNC(=Nc3ccccc3F)SC2)c1,5.1*,-14,143*,-0.3,-48,113,4,131,9,0.1
COC(=O)c1ccc(NC(=O)CN(c2ccc(OC)cc2)S(C)(=O)=O)cc1,2.8,-24,134*,0.0,-37,122,1,20,-5,3.2
N#Cc1c(N2CCOCC2)nc(N2CCCCC2)c2c1CCN(C1CCCCC1)C2,0.8,-3,97,-0.6,0,102,3,-13,0,0.6
CCOc1ccc(NC(=O)C2CC(=O)N(C(C)C)C2)cc1 (configuration not stated),1.2,-3,104,-0.3,-5,106,11,5,-4,2.4
